# Screening results (PubChem)
# ST2 inh: inhibitors of human ST2 (IL1RL1) binding to IL-33, primary screen, biochemical, AlphaLISA. Interleukin-1 receptor-like 1 (Homo sapiens), Q01638. AlphaLISA ST2-Fc/biotin-IL-33 interaction, 1 h. inhibition, % for hits at 17 µM. 78,000 tested, 2.3% active. AID 1259354, 2018; in the data active = inhibition above about 30%; inconclusive = mostly about 10% to 28%
# Target sequence (Q01638 whole entry, looked up): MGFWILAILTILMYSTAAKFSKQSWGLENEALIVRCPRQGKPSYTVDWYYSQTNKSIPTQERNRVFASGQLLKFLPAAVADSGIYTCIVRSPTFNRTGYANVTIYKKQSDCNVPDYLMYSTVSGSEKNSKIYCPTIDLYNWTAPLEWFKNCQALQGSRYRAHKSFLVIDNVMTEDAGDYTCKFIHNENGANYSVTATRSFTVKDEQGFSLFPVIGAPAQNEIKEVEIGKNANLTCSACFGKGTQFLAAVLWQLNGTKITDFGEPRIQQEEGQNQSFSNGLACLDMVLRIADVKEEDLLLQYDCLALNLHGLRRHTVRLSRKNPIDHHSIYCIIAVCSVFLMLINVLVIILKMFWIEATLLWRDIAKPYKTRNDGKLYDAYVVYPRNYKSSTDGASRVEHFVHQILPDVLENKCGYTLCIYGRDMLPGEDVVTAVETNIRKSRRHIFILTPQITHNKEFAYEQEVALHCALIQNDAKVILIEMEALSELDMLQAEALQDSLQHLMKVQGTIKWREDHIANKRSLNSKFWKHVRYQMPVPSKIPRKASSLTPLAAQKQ
# Starred values were filed as active, the others as inactive; i = inactive; ? = inconclusive.
smiles,ST2 inh
CN1CCC(Cc2noc(-c3nn(C)c4c3CCCC4)n2)CC1,i
CN1C(=O)CC(C(=O)Nc2ccccc2F)SC1=Nc1cccc(Cl)c1 (stereo unspecified),i
CN(C)c1ccc(C2CC(c3ccc(Cl)cc3)=NN2C(=O)CCC(=O)O)cc1 (stereo unspecified),?
CC(C)(C)N1CC(O)CN(C(C)(C)C)CC(O)C1 (stereo unspecified),i
Cc1cccc(C(=O)N2CCC(N3CCCC(C(=O)N4CCOCC4)C3)CC2)n1 (stereo unspecified),?
CCOC(=O)c1[nH]c2ccc(OC)cc2c1NC(=O)CNCc1ccccc1,i
O=c1oc2c(-c3ccc(Cl)cc3)cc(O)cc2s1,i
COC(=O)CSc1ncc(-c2ccc(F)cc2)c(C2CCCN(C(=O)c3cccc(F)c3)C2)n1 (stereo unspecified),?
Cc1cc(Cl)ccc1S(=O)(=O)NCCCn1c(C(F)(F)F)nc2cccnc21,i
CSc1nnc2c(n1)OC(c1cccc(C)n1)N(C(C)=O)c1ccccc1-2 (stereo unspecified),i
CN(C)CC(NCc1cn[nH]c1-c1ccc(F)cc1)c1ccccc1 (stereo unspecified),i
Cc1ccccc1C1(O)CCN(Cc2c(C)nn(C)c2N2CCOCC2)C1 (stereo unspecified),i
Cc1c(C(=O)O)oc2ccc(S(=O)(=O)N3CCOCC3)cc12,i
COc1ccc(N2CCN(C(=O)CN(C)S(=O)(=O)c3ccc(Cl)cc3)CC2)cc1,?
CN(c1ccccc1)S(=O)(=O)c1ccc(C(=O)Nc2nc(-c3ccccn3)cs2)cc1,i
CC(C)CC(C(=O)Nc1cccc(O)c1)N1C(=O)c2ccccc2C1=O (stereo unspecified),i
CC(C)(C)c1ccc(OCCCC(=O)Nc2ncn[nH]2)cc1,i
Cc1cccc(NC(=O)c2cc(I)ccc2Cl)c1C,?
Cc1cccc(SCc2cc(=O)n3oc(C)cc3n2)c1,?
O=C(c1ccccc1)c1ccc(OC(=O)N2CCCCC2)cc1,?
C=CCSC1=C(C#N)C2(CCCC2)C(C#N)C(=O)N1 (stereo unspecified),i
COc1ccc(C2CC(c3c(Cl)cccc3Cl)n3nc(N)nc3N2)cc1 (stereo unspecified),?
c1ccc(-n2cc(-c3nc4c(cnn4Cc4cccs4)[nH]3)cn2)cc1,?
CN(C)c1ccnc(Sc2ccccc2)c1C#N,i
O=C(O)CCC(=O)NCc1ccccc1,i
O=C(Nc1cccc([N+](=O)[O-])c1)c1cc(S(=O)(=O)N2CCCC2)c(Cl)cc1Cl,?
COC(=O)C1=C(N)OC2=C(C(=O)CC(c3ccccc3)C2)C1c1cccs1 (stereo unspecified),i
CCCNC(=O)Cn1cnc2sc(C(=O)O)c(C)c2c1=O,i
CN(CC(=O)N1CCN2C(=O)CN(C)C(=O)C2C1)Cc1ccc(F)cc1 (stereo unspecified),i
CC1=C(C(=O)Nc2cccnc2)C(c2ccc(O)cc2)n2ncnc2N1 (stereo unspecified),?

# Reformatted as labelled records: entries from further up
CCCNC(=O)Cn1cnc2sc(C(=O)O)c(C)c2c1=O
  ST2 inh: i

CN(CC(=O)N1CCN2C(=O)CN(C)C(=O)C2C1)Cc1ccc(F)cc1 (stereo unspecified)
  ST2 inh: i

# (next part)
smiles,ST2 inh
CCNC(=O)[C@@H]1C[C@@H](N)CN1C(=O)c1ccc(Cn2ccc3ccccc32)o1,i
CC1(C)CC(=O)C=C(C(=O)Nc2ccccc2C(=O)N2CCCCCC2)O1,i
Oc1c(C=NCc2ccccc2)[nH]c2ccc(Br)c(Cl)c12,?
O=S(=O)(Nc1cccc(F)c1)c1ccc(-c2ccccc2)cc1,i
Cc1nc(C(C)C)sc1C(=O)N(C)Cc1cc(C(C)C)on1,?
Cc1cccc(-n2c(CCc3nc4ccccc4[nH]3)n[nH]c2=O)c1,i
COC(=O)[C@@H]1C[C@@H](N(C)C)CN1C(=O)c1cc2ccccn2n1,?
Cc1cc(C)c(C(=O)N2CCC3(C=Cc4ccccc43)CC2)c(=O)[nH]1,i
Clc1ccc(-n2ncc3c(N4CCN(Cc5ccccc5)CC4)ncnc32)cc1,?
C=C1CC[C@H]2[C@@H](/C=C(\C)C(=O)[C@@]3(OC(C)=O)C[C@H](C)[C@H](OC(C)=O)[C@@H]3[C@H]1OC(C)=O)C2(C)C,i
COc1ccc(C2CC(c3ccccc3)=NN2C(=O)c2ccc(F)cc2)cc1 (stereo unspecified),i
O=c1[nH]nc(SCc2cccc(Cl)c2)c(=O)[nH]1,i
O=C(NCCn1cc(SCc2ccccc2)c2ccccc21)c1ccc(F)cc1,i
Cc1ccc(NC(=O)NC(C)(C)C)cc1,i
CC(C)C1CN(CCc2c[nH]c(=O)n(C)c2=O)CCC(=O)N1CC1CC1 (stereo unspecified),?
COc1cccc(N2C(=O)Nc3ccccc3C2(O)C(=O)NC2CCCc3ccccc32)c1 (stereo unspecified),i
COc1ccccc1CNC(=O)c1cnc(Nc2ccccc2OC)c2ccccc12,i
COc1ccc([C@@H](C)n2ccnc2-c2cnc(N3CCCC3)nc2)cc1,?
COc1ccccc1OC1CCN(Cc2cn[nH]c2-c2ccc(C)c(C)c2)CC1,i
Cc1nnc(N=Cc2cc(Br)cc(Br)c2O)s1,i
NC(=O)Cn1c(=O)n(CCCC(=O)NCc2ccco2)c(=O)c2sccc21,i
CC(=O)C(C(=N)N1CCOCC1)=C(C)O,i
Cc1cccc(CN2CCC3(CCOCC3)CC2)c1O,?
COc1ccc2cc(-c3[nH]ncc3CN3CCN(c4ccc(Cl)cn4)CC3)ccc2c1,i
CC(=O)OC(C)C(C)(O)C(=O)O[C@@H]1CC[C@]2(C)CC(=O)C(=C(C)C)C[C@H]2[C@]1(C)OC(C)=O (stereo partly specified),i
CC(=O)Nc1c(C(=O)Nc2ccc(F)cc2)oc2ccccc12,i
Cc1ccc(C2CC(C(F)(F)F)n3nc(C(=O)Nc4ccc(C(C)O)cc4)cc3N2)cc1 (stereo unspecified),i
CC1(C)CC(CCN)(c2ccc(F)cc2)CCO1 (stereo unspecified),i
Cc1ccc(S(=O)(=O)NCc2nc3cccnc3n2Cc2ccccc2Cl)cc1,i
CC(C)(NC(=O)c1cccs1)C(=O)NC[C@H]1CCc2ccccc2O1,i

# Among those listed so far, these contain a COOH group.
smiles,ST2 inh
CN(C)c1ccc(C2CC(c3ccc(Cl)cc3)=NN2C(=O)CCC(=O)O)cc1 (stereo unspecified),?
Cc1c(C(=O)O)oc2ccc(S(=O)(=O)N3CCOCC3)cc12,i
O=C(O)CCC(=O)NCc1ccccc1,i
CCCNC(=O)Cn1cnc2sc(C(=O)O)c(C)c2c1=O,i

# (next part)
canonical_smiles | ST2 inh
CC(CCc1ccccc1)C(=O)NO (stereo unspecified) | i
CCN(CC)c1ncnc2c1sc1nc(N3CCOCC3)c3c(c12)CC(C)(C)OC3 | i
Cc1cccc(-c2nsc(SCC(=O)Nc3nccs3)n2)c1 | i
Cc1ccc(C)c(OCCn2cc(C=C3C(=O)N(C)C(=O)N(C)C3=O)c3ccccc32)c1 | ?
CCOc1cc(/C=C2/C(=N)N3C=CSC3=NC2=O)ccc1OCCCOc1ccc(OC)cc1 | ?
Cc1ccc(C)c(CN2CCSCC2)c1 | i
CCCCN(CC)S(=O)(=O)c1ccc(C(=O)Nc2nnc(-c3ccc(OC)cc3)o2)cc1 | i
O=C(O)c1ccc2c(c1)N(Cc1ccc(F)cc1)C(=O)CS2 | i
Cc1ccc2nc(NC(=O)CSC3=NN4CCCC(=O)N=C4S3)sc2c1 | ?
CCOc1ccc(-c2csc(-c3cc4cccc(OC)c4oc3=O)n2)cc1 | i
O=C(Cn1c(=O)n(-c2ccc(F)cc2)c(=O)c2ccccc21)NCC1CCCO1 (stereo unspecified) | i
CCn1ccc(C(=O)NCc2cccnc2Oc2ccc(C)nc2)n1 | ?
O=C(NCC1CCCO1)c1ccc(N2CCCC2=O)cc1 (stereo unspecified) | ?
CN1C[C@@H](NC(=O)NC2CCCCC2)C[C@H]1c1nc(-c2ccccc2)no1 | 82.0%*
O=C(CCC1CCN(C(=O)C2(N3CCCC3)CCCC2)CC1)Nc1ccccc1 | i
c1ccc(CCCCNC2CCC3(CCNCC3)CC2)nc1 | ?
O=C(c1cc(-c2ccc(Cl)cc2)on1)N1CCCc2ccccc21 | i
Cc1cccc(C(=O)N2N=C(C(F)(F)F)CC2(O)c2ccc(Br)cc2)c1 (stereo unspecified) | ?
O=S(=O)(N=C(OC1CCCCC1)c1ccccc1)c1ccccc1 | i
COc1ccc(S(=O)(=O)N2CCC(n3c(C)nc4cccnc43)CC2)cc1 | ?
CCC(=O)N1c2ccccc2-c2nnc(SC)nc2OC1c1ccc(OC)cc1 (stereo unspecified) | ?
CCc1ccc(C2=C(C)C(=O)N(CC(=O)NC3CCCCC3)S2(=O)=O)cc1 | i
COCCNC(=O)c1cnc(C)nc1C | i
Cc1ccn2c(Nc3ccc(F)cc3)c(-c3ccco3)nc2c1 | ?
CCN(CC)c1ccc(NC(=O)COc2ccccc2OC)cc1 | ?
CC(CS(=O)(=O)c1ccc(N)cc1)N1CCCCC1 (stereo unspecified) | i
O=C(NC(C(=O)OCc1cnc(-c2ccccc2)o1)c1ccccc1)c1ccccc1 (stereo unspecified) | i
COc1ccc(CNc2oc(COc3ccc(OC)cc3)nc2C#N)cc1 | i
Cc1cccc(OCCCN(C)C(=O)CN)c1C | i
COc1cc(SC)ccc1C(=O)Nc1ccc2c(c1)OCCO2 | i
Cc1ccc(N2CC(NC(=O)c3ccccc3C(F)(F)F)CC2=O)cc1C (stereo unspecified) | i
Cc1cc(C)n(-c2ccc(NC(=O)C3CCCCN3C(=O)c3ccc[n+]([O-])c3)cc2)n1 (stereo unspecified) | i
Cc1ccc2[nH]cc(CCCN3C(=O)c4ccccc4C3=O)c2c1 | i
c1cnc(N2CCN(Cc3ccc4c(c3)OCO4)CC2)nc1 | i
CCOC(=O)NCC1(C)CC(NC(=O)OCC)CC(C)(C)C1 (stereo unspecified) | i
COc1c(Cl)cc(C(=O)Nc2ccc(F)cc2)cc1Cl | i
Cc1nc(CCNC(=O)c2cn(CC3COc4ccccc4O3)nn2)sc1C (stereo unspecified) | i
OCc1nc2ccc(/C=C/c3ccccc3)cc2[nH]1 | ?
CCn1c(CC2CCN(C/C(C)=C/c3ccco3)CC2)n[nH]c1=O | ?
COc1cc(N/C=C(/C#N)c2nc(-c3ccc(F)cc3)cs2)c(OC)cc1Cl | i
CSc1nc(N)nc(SCC(=O)C(C)(C)C)c1C#N | ?
COc1ccc(N(C(=O)c2ccc(C(C)(C)C)cc2)C2C=CS(=O)(=O)C2)cc1 (stereo unspecified) | i
O=C(O)c1ccc(NC(=O)C(Cl)Cl)cc1 | i
Cc1nccn1-c1ccccc1CNC(=O)C1=NNC(=O)CC1 | i
CC(=O)c1ccc(NC(=O)CCCn2nc([N+](=O)[O-])c(Br)c2C)cc1 | i
CC1=C(C(=O)Nc2ccccc2)C(c2cccs2)n2nc(SCc3ccccc3)nc2N1 (stereo unspecified) | ?
O=C(Nc1cccc(C(F)(F)F)c1)N[C@H]1CO[C@H]2[C@@H]1OC[C@@H]2n1nnnc1-c1ccc2c(c1)OCO2 | i
CSc1cccc(NC(=O)c2ncn[nH]2)c1 | i
CCSc1nnc2c(n1)OC(c1ccc(O)c(Cl)c1)Nc1ccccc1-2 (stereo unspecified) | i
Cc1ccc(NC2(C(=O)NCCc3cc(=O)[nH]cn3)CCCC2)cc1 | i

# (next part)
canonical_smiles | ST2 inh
CCC(=O)Nc1nc(-c2cccc([N+](=O)[O-])c2)nc2c1c(=O)oc1ccccc12 | i
CCOc1ccc(OCC)c(NS(=O)(=O)c2ccc3c(c2)CC(C)N3C(=O)CC)c1 (stereo unspecified) | i
Cc1cccc(N2CC(O)Cn3c2nc2c3c(=O)[nH]c(=O)n2C)c1 (stereo unspecified) | i
N#CC1=C(N)Oc2cc(N)ccc2C1c1cccc(Cl)c1Cl (stereo unspecified) | i
CCOC(=O)c1c(NC(=O)c2cc(Cl)cc(Cl)c2OC)sc(C)c1C | i
O=c1oc2ccccc2cc1-c1csc(N=Cc2ccccc2O)n1 | i
Cc1csc(NC(=O)CN(C)S(=O)(=O)c2ccc3c(c2)CCC(=O)N3)n1 | i
CCSC1=N/C(=C\c2cccc(F)c2)C(=O)S1 | ?
O=S(=O)(N[C@H]1CO[C@H]2[C@@H]1OC[C@@H]2Nc1nccc(-c2cccs2)n1)c1cccs1 | ?
O=[N+]([O-])c1ccc(Nc2nc(Cl)nc(NCc3ccco3)n2)cc1 | ?

# Rewritten as labelled records: entries from further up.
SMILES: CCNC(=O)[C@@H]1C[C@@H](N)CN1C(=O)c1ccc(Cn2ccc3ccccc32)o1
- ST2 inh: i

SMILES: CC1(C)CC(=O)C=C(C(=O)Nc2ccccc2C(=O)N2CCCCCC2)O1
- ST2 inh: i

# 6 entries drawn at random from those above:
canonical_smiles | ST2 inh
CCOc1ccc(OCC)c(NS(=O)(=O)c2ccc3c(c2)CC(C)N3C(=O)CC)c1 (stereo unspecified) | i
N#CC1=C(N)Oc2cc(N)ccc2C1c1cccc(Cl)c1Cl (stereo unspecified) | i
CCOC(=O)c1c(NC(=O)c2cc(Cl)cc(Cl)c2OC)sc(C)c1C | i
Cc1cccc(N2CC(O)Cn3c2nc2c3c(=O)[nH]c(=O)n2C)c1 (stereo unspecified) | i
Cc1csc(NC(=O)CN(C)S(=O)(=O)c2ccc3c(c2)CCC(=O)N3)n1 | i
O=[N+]([O-])c1ccc(Nc2nc(Cl)nc(NCc3ccco3)n2)cc1 | ?

# Next structures follow:
canonical_smiles | ST2 inh
COc1ccc(/C=C2\SC(=O)N(CC(=O)Nc3nccs3)C2=O)cc1OC | ?
CC(Oc1ccc(Cl)cc1Cl)C(=O)NC1=NN(c2ccccc2)C(=O)C1 (stereo unspecified) | i
CCOc1c(Nc2ccc(C)cc2Br)c(=O)c1=O | i
Oc1c(Br)cc(Br)cc1C=Nc1ccccc1F | i
COC(=O)COc1cc(C)cc2oc(=O)cc(-c3ccccc3)c12 | ?
Cc1ccc(S(=O)(=O)Nc2c(-c3ccccc3)c3cc(Cl)ccc3[nH]c2=O)cc1 | ?
Cc1nn(CC(=O)N2CCC(O)(CN(C)C)C2)c(=O)c2ccccc12 (stereo unspecified) | ?
N#CSCC(=O)N1c2ccccc2Sc2ccccc21 | ?
CC1(C(=O)NCc2ccccc2CN2CCCC2=O)CCCCO1 (stereo unspecified) | i

# This is a subset; rates above refer to the full screens.
